Screens from PubChem.
H37Rv inhibition: M. tuberculosis growth inhibition, HTS (AID 449762); 330,000 compounds, 0.59% hits; M. tuberculosis H37Rv growth inhibition, 7H9 media; higher % means a stronger effect; one-dose inhibition, % at 25 µM; IC50 in µM for titrated hits; in the data active = a potency from the dose series; inconclusive = inhibition above about 70% without an active follow-up result;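 note: bacterial growth assessed after seven days of incubation; strong numbers were not always called active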
M. tuberculosis: growth inhibition of non-replicating M. tuberculosis (AID 488890); 320,000 compounds, 0.39% hits; Mycobacterium tuberculosis non-replicating, growth inhibition; higher % means a stronger effect; inhibition, % at 25 µM, or IC50 in µM where a hit was titrated; in the data active = a potency from the dose series; inconclusive = inhibition mostly from about 82% at the one dose, without a potency; inactive = the rest, 99 in 100 with inhibition below about 76%;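 note: plate controls were DMSO cells for no effect and high antibiotic wells for full effect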
influenza NS1A: NS1A inhibition, H1N1 influenza, cell based functional assay (AID 504329); inhibition, % at 12.5 µM, or IC50 in µM where a hit was titrated; 340,000 compounds, 0.3% hits; NS1A functional cell-based assay, percent inhibition; higher % means a stronger effect; in the data active = a potency from the dose series; inconclusive = inhibition above about 27% without an active follow-up result; note: strong numbers were not always called active
Salmonella PhoP GFP: PhoP regulon inhibitors, Salmonella typhi PhoP promoter GFP reporter, confirmatory (AID 1850) | 310,000 compounds, 0.33% hits | Salmonella Typhi PhoP-promoter GFP reporter, fluorescence, 4 h; higher % means a stronger effect | one-dose inhibition, % at 50 µM; IC50 in µM for titrated hits; in the data active = a potency from the dose series; inconclusive = inhibition mostly from about 25% at the one dose, without a potency; inactive = the rest, 99 in 100 with inhibition below about 19%;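 note: 0% = induced wells with vehicle and 100% = uninduced wells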
inhibitors of VEEV: inhibitors of VEEV TC-83 cytopathic effect, confirmation, Vero cells (AID 588727); Vero cells, VEEV TC-83 cytopathic effect inhibition; higher % means a stronger effect; one-dose inhibition, % at 20 µM; IC50 in µM for titrated hits; 350,000 compounds, 0.13% hits; in the data active = a potency from the dose series; inconclusive = inhibition mostly from about 14% at the one dose, without a potency; inactive = the rest, 99 in 100 with inhibition below about 12%; note: strong numbers were not always called active
inhibitors of VEEV 10K pilot screen: further read-out of inhibitors of VEEV, marked with its call; inhibition, %; measured here: 10K pilot screen inhibition
Active calls of the source: *; i = inactive; ? = inconclusive; nt = not tested or not shown. Compounds as they come (roughly 1.5% active in at least one column).

SMILES	H37Rv inhibition	M. tuberculosis	influenza NS1A	Salmonella PhoP GFP	inhibitors of VEEV	others
CN1CCN(/N=C/c2cccc(Cl)c2Cl)CC1	4%	0%	4%	0%	1.0%
Cc1ccc(CN2C(=O)C[C@@H](NC(=O)OCC3c4ccccc4-c4ccccc43)C/C=C\C2c2ccc(C)cc2)cc1 (stereo not given in full)	nt	nt	18%	nt	3.4%
O=C(CN1C(=O)/C(=C2/SC(=S)N(CCS(=O)(=O)O)C2=O)c2ccccc21)Nc1cccc(Br)c1	-2%	-7%	8%	nt	2.8%
O=c1cc(CN2CCN(C/C=C/c3ccccc3)CC2)c2cc(O)ccc2o1	?	12%	19%	0%	4.7%
O=C(Cc1cccs1)Nc1nnc(-c2ccccc2)s1	-2%	-12%	-10%	2%	1.1%
O=C(COc1cccc2c1CCNC2=O)Nc1ccc(F)cc1	nt	nt	-11%	nt	2.0%
CC(CCc1ccccc1)NC(=O)COC(=O)c1cccs1 (stereo not given)	1%	i	-5%	-40%	0.7%
CC(C)Oc1ccccc1C1NC(=O)CCC1[N+](=O)[O-] (stereo not given)	-4%	11%	-11%	9%	1.1%
NS(=O)(=O)c1ccc(NC(=O)C2Cc3ccccc3C(=O)O2)cc1 (stereo not given)	3%	-3%	-16%	9%	i
COc1cccc(NC(=O)Nc2cccc(C(=O)O)c2)c1	-2%	-15%	-3%	2%	1.6%
COC(=O)c1nnn(CC(=O)NC(=O)Nc2ccc(F)cc2)c1C(=O)OC	2%	-10%	3%	-6%	0.7%
CNc1c(NS(=O)(=O)c2cc(OC)ccc2OC)c(=O)oc2ccccc12	3%	1%	-16%	-11%	0.6%
CCN(C(=O)CSc1nnnn1C)c1c(N)n(Cc2ccccc2)c(=O)[nH]c1=O	-4%	-14%	13%	2%	2.3%
Cc1ccccc1N(CC(=O)NC(C)(C)C)C(=O)c1ccc(-c2ccccc2)[nH]1	-6%	10%	nt	-10%	nt
Cc1ccc(-c2csc3ncnc(SCC(=O)Nc4nnc(C)s4)c23)cc1	-6%	-6%	-2%	8%	i	inhibitors of VEEV 10K pilot screen=1.7
CN(Cc1ccccc1)S(=O)(=O)c1ccc(Cl)nc1	-5%	20%	-6%	-6%	8.8%
c1cnc2nc(-c3ccc4c(c3)OCO4)cn2c1	-7%	15%	1%	26%	0.2%
O=C1CCCc2c1oc1c2CCCC1	nt	nt	-1%	nt	i
O=[N+]([O-])c1ccc(N=NNc2ccc([N+](=O)[O-])cc2)cc1	nt	nt	-10%	nt	10%
O=C(OCCN1CCCC1)C1(c2ccccc2)CCCC1	nt	nt	-10%	nt	i
CCCCCC[N+](C)(C)CCSSCC[N+](C)(C)CCCCCC	-17%	9%	1%	6%	1.4%
Cc1ccc(N2CCCCn3c2nc2c3c(=O)n(CC(=O)O)c(=O)n2C)cc1	4%	-14%	2%	-5%	0.3%
COc1cc(/C=C2\CCC(C3CCCC3)C2=O)cc(OC)c1OC (stereo not given)	-7%	21%	6%	-5%	i
O=C1CCCc2c1cc(-c1ccccc1)n2-c1ccc(O)cc1	-4%	54%	-10%	-8%	i
Cc1cc(C)nc(-n2nc(C)c(Br)c2Nc2ccc(Br)cc2)n1	-14%	36%	2%	0%	i
CCCCn1c(SCC(=O)N2CCC(C)CC2)nc2cc(S(N)(=O)=O)ccc21	-1%	8%	-8%	-3%	3.2%
Cc1ccc(C)c(S(=O)(=O)NCc2ccc(C(=O)N3CCCCCC3)cc2)c1	8%	10%	-4%	7%	i
COc1ccccc1-n1cnc2cc(NS(=O)(=O)c3ccccc3)ccc21	2%	32%	20%	2%	7.8%
Cc1cc(C)c([N+](=O)[O-])cc1NC(=O)CCS(=O)(=O)c1ccccc1	4%	-2%	12%	-2%	i
C=CCn1c2[n+](c3ccccc3c1=O)CCCCC2	-1%	-7%	-1%	0%	2.2%
CCOc1ccc(CCNc2cc(C)nc3ncnn23)cc1OCC	2%	10%	-2%	-7%	0.8%
CSc1ncccc1C(=O)NCC1CCCCC1	9%	12%	-10%	3%	1.0%
COc1cc(OC)cc(C(=O)Nc2ccc(N(C)C)c3ccccc23)c1	2%	18%	23%	1%	i
COc1ccccc1CCNC(=O)CSc1nnc2ccc(-c3ccncc3)nn12	5%	-8%	19%	7%	0.6%
Cc1ccc(S(=O)(=O)N2CCN(c3ccccc3)CC2)cc1C(=O)NC1CCCCC1	2%	-9%	24%	-12%	4.1%
COc1ccc(-c2csc(NC(=O)c3ccc(S(C)(=O)=O)cc3)n2)cc1	9%	7%	6%	-13%	0.4%
COc1ccc2c(c1)CC[C@@H]1[C@@H]2CC[C@]2(C)[C@@H](C(C)=O)C[C@@H]12	0%	-1%	-2%	-30%	0.4%
NNC(=S)NC1CCS(=O)(=O)C1 (stereo not given)	-2%	5%	nt	-11%	1.7%
COc1cc2nc3occc3c(OC)c2cc1OC	4%	3%	7%	-20%	1.6%
COc1ccc(Cl)cc1C(=O)NCC(C)C	-3%	1%	2%	-6%	0.2%
CC1(C)Cc2c(sc3nc4n(-c5ccccc5)cnn4c(=O)c23)CO1	1%	11%	0%	-4%	0.1%
C#CCSc1nnc(CSc2nc3ccccc3s2)n1-c1ccccc1	3%	45%	1%	1%	0.3%
O=C(CSc1ncn[nH]1)c1cccc([N+](=O)[O-])c1	-4%	5%	-16%	0%	0.7%
Cc1ccccc1-c1noc(CNC(=O)COc2ccccc2)n1	1%	13%	-12%	-5%	3.2%
Cc1cccc(NC(=O)Cn2nnc(C(=O)NCc3ccco3)c2N)c1	1%	1%	1%	-8%	0.9%	inhibitors of VEEV 10K pilot screen=1.0
COc1cc(C)c(CN2CCN(c3ncccn3)CC2)cc1C	2%	-6%	nt	0%	0.4%
COc1ccc(C(OC(=O)c2ccco2)C(=O)NC(C)(C)C)cc1OC (stereo not given)	nt	nt	-2%	nt	0.3%
O=C(NC1CC1)c1ccc2c3c(cccc13)CC2	-2%	-8%	22%	-6%	0.8%
O=C1N[C@@H](Cc2ccccc2)C(=O)N2[C@H]1C[C@]1(Br)c3ccccc3N(S(=O)(=O)c3ccccc3)[C@H]21	-5%	-2%	1%	10%	0.1%	inhibitors of VEEV 10K pilot screen=0.0
Cc1ccc(S(=O)(=O)Nc2cccc(C(=O)NCCCN3CCOCC3)c2)cc1F	0%	-4%	10%	1%	i
COc1ccc(-c2noc(CN(Cc3nccn3C)C(C)C)n2)cc1	-2%	28%	-25%	-5%	0.4%
Cc1cccc(NC(=O)C(C)N2CC=C(c3ccccc3)CC2)c1 (stereo not given)	-2%	20%	6%	-2%	i
COc1ccc(CC2(CO)COc3ccccc3C2=O)cc1 (stereo not given)	-9%	4%	-22%	1%	4.5%
Cc1ccc2sc(C)[n+](CCCS(=O)(=O)[O-])c2c1	-1%	-1%	6%	-1%	0.2%
CCN(c1ccccc1)S(=O)(=O)c1ccc(Oc2ccc([N+](=O)[O-])cc2)nc1	-3%	-3%	-2%	2%	5.7%
Nc1nonc1-n1nnc(C(=O)N/N=C/c2cccc(Cl)c2)c1CN1CCCC1	-1%	-2%	4%	-4%	0.7%
Cc1ccc2[nH]c(-c3ccccc3)c(CN3CCN(C)CC3)c(=O)c2c1	0%	-4%	0%	-3%	0.7%
O=C(N/N=C/c1cc([N+](=O)[O-])cc([N+](=O)[O-])c1O)C(O)(c1ccccc1)c1ccccc1	-6%	34%	-11%	nt	0.1%
Cc1ccc([N+](=O)[O-])cc1NC(=O)C(C)NS(=O)(=O)c1ccc(F)cc1 (stereo not given)	-5%	-4%	-2%	4%	i
C/C(=N\Nc1ccc(C(F)(F)F)cn1)c1ccncc1	5%	37%	-11%	-20%	1.3%
Continued.
SMILES	H37Rv inhibition	M. tuberculosis	influenza NS1A	Salmonella PhoP GFP	inhibitors of VEEV	others
CC(C)NC(=O)c1ccccc1-c1ccccc1	?	7%	3%	-18%	5.5%
CC(NC(=O)CNC(=O)c1ccccc1F)c1ccc(-n2ccnc2)cc1 (stereo not given)	-4%	-1%	-3%	nt	1.9%
COc1ccc(-n2c(=O)[nH]c3cc(C(=O)NCCc4ccccc4)ccc3c2=O)cc1OC	8%	22%	-3%	-11%	2.7%
CN1CCN(C(=O)c2cc(COc3c(F)cccc3F)on2)CC1c1ccccc1 (stereo not given)	4%	3%	5%	2%	0.3%	inhibitors of VEEV 10K pilot screen=0.6
COc1ccccc1Oc1c(C)oc2c(CN3CCN(CCO)CC3)c(O)ccc2c1=O	1%	-4%	nt	-4%	nt
O=S1(=O)CCOC[C@H](c2ccccc2)N1Cc1ccccc1F	1%	-7%	-2%	2%	0.4%
Cc1nn(-c2ccccc2)c(C)c1NC(=O)COC(=O)CCc1ccccc1	-5%	-14%	-9%	-6%	1.2%
COc1ccc(COC(=O)C2=C(C)NC(=O)NC2c2ccc(O)cc2)cc1 (stereo not given)	5%	13%	-8%	-1%	0.7%
O=S(=O)(NC1CCCCC1N1CCOCC1)c1ccc(Cl)cc1 (stereo not given)	0%	-12%	2%	7%	i
COc1ccc(C2/C=C\CN(CC(C)(C)C)CC(=O)N2Cc2ccc(F)cc2)cc1 (stereo not given)	2%	15%	-13%	-5%	0.2%
O=C(NNc1cc(Cl)cc(Cl)c1)c1cccs1	?	77%	-5%	-4%	1.2%
CC(C)c1ccc(NC(=O)COC(=O)C2CC3C=CC2C3)cc1 (stereo not given)	-2%	35%	-1%	nt	0.8%
O=C(Nc1ccc2c(c1)CCC2)c1cnccn1	nt	nt	-4%	6%	i
Cc1ccc(C)c(N2CCN(C(=O)CCNS(=O)(=O)c3ccc4c(c3)oc(=O)n4C)CC2)c1	6%	26%	-3%	5%	1.2%
O=C(Nn1cnnc1)c1ccncc1	-6%	-21%	5%	2%	2.2%
O=C(c1ccc2ccccc2c1)N1CCc2ccccc21	8%	19%	-1%	11%	0.1%
CCOC(=O)C1CCN(Cc2cc(C(C)(C)C)c(O)c(C(C)(C)C)c2)CC1	7%	?	5%	-8%	6.0%
CC1CCN(C(=O)C2CCN(S(=O)(=O)N3CCC4(CC3)OCCO4)CC2)CC1	-9%	-15%	8%	-4%	0.2%
Cc1nc([N+](=O)[O-])c(C(=O)OCc2ccccc2F)n1C	1%	-4%	-1%	3%	0.1%
COC(=O)Nc1ccc(OC)c(OC)c1	-5%	-5%	0%	-6%	i
COCCN(C(=O)CCC(=O)Nc1nccs1)C(C(=O)NCCC(C)C)c1ccc(OC)cc1 (stereo not given)	-10%	16%	4%	-22%	i
O=C(NCCCc1ccccc1)c1ccc(Br)o1	-18%	?	28%	-3%	3.2%
Cc1cc(C)n(C/C=C/Cn2nc(C)cc2C)n1	-5%	-1%	-6%	-2%	1.2%
O=C(COc1ccc(-c2nnco2)cc1)Nc1c(Cl)cccc1C(F)(F)F	2%	-5%	-4%	5%	2.6%

Reprinted at random: two compounds from above.
SMILES	H37Rv inhibition	M. tuberculosis	influenza NS1A	Salmonella PhoP GFP	inhibitors of VEEV	others
Cc1cc(C)n(C/C=C/Cn2nc(C)cc2C)n1	-5%	-1%	-6%	-2%	1.2%
O=C(Nc1ccc2c(c1)CCC2)c1cnccn1	nt	nt	-4%	6%	i

(more compounds)
SMILES	H37Rv inhibition	M. tuberculosis	influenza NS1A	Salmonella PhoP GFP	inhibitors of VEEV	others
Cc1cc(NC2CCCCC2)nc2ccccc12	10%	75%	-12%	-7%	i
CCOC(=O)c1c(NC(=S)Nc2ccccc2)sc2c1CC(C)(C)SC2	6%	48%	6%	-12%	0.3%
CC(=O)Oc1ccc2c(=O)c(Oc3ccccc3[N+](=O)[O-])coc2c1	3%	-4%	-5%	-14%	0.8%
CCOC(=O)c1nc(N)c(C(=O)OCC)[nH]1	-9%	-2%	1%	-4%	0.1%
O=C(NCc1ccc2c(c1)OCO2)c1ccc(=O)[nH]c1	-3%	-18%	-4%	12%	1.7%
O=C(O)Cn1nc(-c2ccccc2)c2ccccc2c1=O	-18%	-8%	2%	6%	1.2%
Cc1ccc(/C=N/NC(=O)c2nn(C)cc2Cl)cc1	-2%	-13%	3%	8%	0.7%

Arranged by length of the SMILES (ascending): part of the list above.
SMILES	H37Rv inhibition	M. tuberculosis	influenza NS1A	Salmonella PhoP GFP	inhibitors of VEEV	others
Cc1cc(NC2CCCCC2)nc2ccccc12	10%	75%	-12%	-7%	i
Cc1ccc(/C=N/NC(=O)c2nn(C)cc2Cl)cc1	-2%	-13%	3%	8%	0.7%
O=C(NCc1ccc2c(c1)OCO2)c1ccc(=O)[nH]c1	-3%	-18%	-4%	12%	1.7%
CC(=O)Oc1ccc2c(=O)c(Oc3ccccc3[N+](=O)[O-])coc2c1	3%	-4%	-5%	-14%	0.8%
